Screening results deposited in PubChem by Sanford-Burnham Center for Chemical Genomics.
Hsp70 inhibitors = Hsp70 inhibitors, probe displacement, primary screen, biochemical, fluorescence polarization (AID 583). displacement, % at 20 µM, or IC50 in µM where a hit was titrated. Hsp70 fluorescence polarization probe displacement, mP; higher % means a stronger effect. 0.06% of 140,000 active; in the data active = displacement above about 50%;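 note: plate controls were vehicle for no effect and reference ligand for full effect; a part of the inactive calls stands beside numbers as strong as those of hits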
MKP-3 inhibition = MKP-3 phosphatase inhibitors, primary screen, biochemical, rat enzyme, in vitro (AID 425); one-dose inhibition, % at 20 µM; IC50 in µM for titrated hits; recombinant MKP-3 phosphatase activity, fluorescence; higher % means a stronger effect; 0.17% of 110,000 active; in the data active = inhibition above about 50%;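 note: plate controls were vehicle for no effect and reference inhibitor for full effect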
* marks the source's active call; other numbers are inactive results; nt = no result given; & = joins results of further samples. An excerpt; rates above refer to the full screens.

Hsp70 inhibitors	MKP-3 inhibition	Molecule
4.3%	-6%	CCN(CC)Cc1c[nH]c2c(C(=O)OC)cccc12
9.6%	-3%	O=C(O)c1cccnc1-c1ncccc1C(=O)O
4.3%	nt	COc1ccc(CCNC(=O)c2nnn(-c3cccc(C)c3)c2N)cc1OC
0.7%	nt	Cc1ccc(C(=O)OCC(=O)Nc2ccccc2N2CCOCC2)cc1
-3.4%	-9%	COc1cc(C(=O)Nc2ccc(OCC(=O)O)cc2)cc(OC)c1OC
4.9%	nt	Cc1cc(C)c(S(=O)(=O)c2ccccc2C(=O)O)c(C)c1
2.8%	2%	O=[N+]([O-])c1ccc(Cl)cc1NC(c1ccccc1)c1ccccc1
-2.5%	2%	CCOc1ccc(-n2nc3ccc(NC(=O)c4ccc([N+](=O)[O-])cc4Cl)cc3n2)cc1
1.1%	2%	CCOc1ccc(S(=O)(=O)NCc2ccccc2Cl)c2ccccc12
-1.7%	1%	CCOc1ccc(S(=O)(=O)N(CC(=O)Nc2cc(C)cc(C)c2)c2ccc(C)cc2)cc1
1.3%	-3%	CN1C(=O)CC(N2CCC(C(N)=O)(N3CCCCC3)CC2)C1=O (stereo not drawn)
0.6%	0%	C=CCN1C(=O)NC(=O)/C(=C/c2ccc(OCc3ccccc3[N+](=O)[O-])c(OC)c2)C1=O
2.7%	-4%	Cc1cc(C(F)(F)F)nc(SCC(=O)NC2CC3CCC2C3)n1 (stereo not drawn)
2.0%	-4%	Cc1cc(C)cc(N(CC(=O)Nc2c(C)n(C)n(-c3ccccc3)c2=O)S(C)(=O)=O)c1
1.9%	-1%	COC(=O)C1=C(C)NC(=O)NC1c1cccc(I)c1 (stereo not drawn)
13%	6%	CCCCNC(=O)CC1Nc2ccccc2NC1=O (stereo not drawn)
0.2%	-10%	O=C(Nc1ccccc1Cl)c1c(F)c(F)c(F)c(F)c1F
-2.3%	3%	CCOC(=O)COc1ccccc1/C=C1\C(=O)NC(=O)N(c2ccc(Br)c(C)c2)C1=O
0.6%	-9%	C[C@H](CS)C(=O)N1CCC[C@H]1C(=O)O
-5.1%	-11%	Cc1ccc(-c2nc(Nc3ccccc3)n[nH]2)cc1
-4.4%	0%	O=C(Nc1cc(Cl)cc(Cl)c1)c1cc(I)ccc1Cl
-2.7%	1%	Cc1cc(Nc2ccc(C)c(Br)c2)n2nc(C)nc2n1
-3.8%	3%	CC(=O)C1=C(O)C(=O)N(CC2CCCO2)C1c1ccc(F)cc1 (stereo not drawn)
0.8%	0%	NC1=NC(c2ccccc2Cl)n2c(nc3ccccc32)N1 (stereo not drawn)
-6.3%	3%	CCOC(=O)CSc1cc(C)nc2ccc(C)cc12
-1.0%	1%	CCOC(=O)Cc1nnc(NC(=O)CSc2nnc3c4ccccc4n(C(C)C)c3n2)s1
0.2%	nt	CSc1nnc(-c2ccc(Cl)cc2Cl)o1
-0.8%	-10%	CCN(CC)CCNC(=O)c1cc2c(-c3ccc(Cl)cc3)nn(C)c2s1
-4.0%	-3%	COCCOC(=O)C1=C(C)NC(=O)NC1c1c(F)cccc1Cl (stereo not drawn)
1.3%	-5%	O=C(CN1C(=O)c2cccc3cccc1c23)Nc1ccccc1C(=O)NCc1ccco1
4.7%	0%	Cc1ccc2nc(NC(=O)C3CCCO3)sc2c1 (stereo not drawn)
-2.1%	-6%	COc1ccc(CN(CC(=O)NCc2ccco2)C(=O)CCC(=O)Nc2ccccn2)cc1
3.4%&-8.6%	0%&0%	O=C1CN2C(=Nc3ccc(Br)cc3C2c2ccccc2)CCN1 (stereo not drawn)
-3.6%	1%	Fc1ccccc1COc1ccc(/C=N/n2cnnc2)cc1
0.7%	-1%	Cc1ccc(C(=O)c2ccc(Br)c([N+](=O)[O-])c2)cc1
-0.6%	3%	O=[N+]([O-])c1ccc(OC/C=C2\Oc3c(Cl)cc(Cl)cc3C2N2CCOCC2)cc1 (stereo not drawn)
12%	-11%	Cc1nccn1-c1c2c(c(C#N)c3nc4ccccc4n13)CCCC2
-3.9%	-5%	CS(=O)(=O)Nc1ccc(C(=O)NCc2cccnc2)cc1
-1.3%	-8%	COc1ccc2c(CC#N)c[nH]c2c1
0.4%	2%	Cc1ccc2occ(C(=O)c3ccccc3C)c(=O)c2c1
-0.3%	-8%	Cc1occc1-c1nnc(SCc2cc(=O)n3cc(Br)ccc3n2)n1C
5.1%	-3%	Cc1[nH]nc(-c2ccc(O)c(C)c2O)c1-c1cnn(-c2ccccc2)c1
2.8%	-7%	O=C(Nc1ccccc1F)C1C2C=CC3(O2)C1C(=O)N(c1cccnc1)C3C(=O)NC1CCCCC1 (stereo not drawn)
6.7%	-11%	O=C(CC1C(=O)NCCN1C(=O)Nc1ccccc1)Nc1ccc2c(c1)OCCO2 (stereo not drawn)
4.6%	-1%	O=C(O)c1cc2nc(-c3ccccc3)cc(-c3ccccc3)n2n1
0.4%	nt	Cc1c(C)n(CC(O)CN2CCCCC2)c2ccccc12 (stereo not drawn)
4.7%	2%	N#Cc1sc2nc(C3CC3)cc(-c3ccc(F)cc3)c2c1N
-3.4%	4%	COc1cc(OC)cc(C(=O)N2CCN(Cc3ccc([N+](=O)[O-])cc3)CC2)c1
1.0%	6%	CC(C)(C)C(=O)/C=C(\N)c1ccncc1
1.2%	4%	CC(=O)N1CCN(S(=O)(=O)c2ccc(S(=O)(=O)NC3CC3)cc2)CC1
0.3%	-5%	COc1ccc(OCCOC(=O)c2cccc(-n3cnnn3)c2)cc1
1.5%	nt	Cc1c(-n2c(=S)[nH]c3ccccc3c2=O)c(=O)n(-c2ccccc2)n1C
-2.3%	nt	COCCN1CN=C(Nc2nc3ccccc3o2)NC1
0.2%	3%	COC(=O)c1c(-c2cc(C)ccc2C)csc1N
3.8%	nt	Cc1ccc(CNC(=O)CN(Cc2ccccc2)S(C)(=O)=O)cc1
5.7%	-7%	Cn1c(=O)c(=O)n(C)c2cc(S(=O)(=O)N3CCCCCC3)ccc21
-2.8%	-3%	CN(Cc1cc2ccccc2[nH]c1=O)C(=O)C1CCCCC1
-1.2%	-14%	Cc1ccc(C(c2nnnn2CS(=O)(=O)c2ccc(C)cc2)N2CCC(C(N)=O)CC2)cc1 (stereo not drawn)
5.8%	0%	O=C(Cc1cccc2ccccc12)N/N=C/c1cc(I)cc(I)c1O
1.2%	nt	COc1ccc(OC)c(-n2nnnc2SCC(=O)Nc2cc(C)ccc2OC)c1

(next part)
Hsp70 inhibitors	MKP-3 inhibition	Molecule
1.8%	1%	O=C(N/N=C/c1ccc(Br)cc1)c1cc(=O)[nH]c2ccccc12
3.3%	nt	COc1cc(/C(C#N)=C/c2ccccc2)c([N+](=O)[O-])cc1OC
5.0%	5%	Cc1cc(OCC(=O)N2CCCC2)cc(C)c1Cl
-4.2%	-4%	CCc1ccc(OCc2nnc(SCCN3CCOCC3)n2CC)cc1
-2.4%	nt	Cc1ccc(OCc2nnc(SCC(=O)NCc3ccco3)n2C)cc1
-1.9%	1%	O=C(Nc1nc(-c2ccc(Cl)cc2)cs1)c1cccs1
-1.9%	-10%	COC(=O)c1ccc(NC(=O)c2ccc(N(C)S(C)(=O)=O)cc2)cc1
0.5%	-3%	C=CCN1C(=O)C(O)(CC(=O)c2ccc(N)cc2)c2ccccc21 (stereo not drawn)
1.4%	0%	CCOC(=O)CP(=O)(c1ccc(Cl)cc1)c1ccc(Cl)cc1
7.2%	-3%	O=c1c2cc(-c3ccccc3)sc2ncn1/N=C/c1ccco1
-24%	6%	COc1cc([N+](=O)[O-])ccc1-c1ccc(/C=C2/C(=N)N3N=C(C(C)C)SC3=NC2=O)o1
1.3%	3%	Cc1cc(OCC(=O)Nc2ccc(NC(=O)c3ccco3)cc2)ccc1Cl
-5.6%	1%	O=C(Nc1ccc2nn(-c3ccc(F)cc3)nc2c1)c1cccnc1
3.9%&2.1%	-12%&-1%	O=C(O)CN(Cc1ccco1)S(=O)(=O)c1ccccc1
-7.8%	2%	Cc1nc(Nc2ncc3c(n2)CCCC3=O)nc2ccccc12
2.9%	-1%	O=c1cnnc(SCCc2ccccc2)[nH]1
0.5%	-9%	Cc1csc(=NC(=O)c2ccccc2)n1Cc1ccco1
2.7%	-1%	CCCc1cc(=O)oc2cc(OCc3ccccc3Cl)ccc12
2.9%	-10%	Cc1cccc(C)c1-n1nnnc1SCSc1nnnn1-c1c(C)cccc1C
-4.4%	3%	CC(=O)COc1ccc2c(C)cc(=O)oc2c1
-3.2%	0%	Cn1c(-c2ccc(Br)o2)nc2ccccc21
2.0%	nt	Cc1ccc(C(c2ccc(C)o2)c2cccc([N+](=O)[O-])c2O)o1
2.8%	-3%	COc1ccccc1-c1nnc(Nc2nc3c(OC)cccc3s2)o1
5.5%	0%	Cc1cc(Cl)c(OCCCN2CCCCC2)c(Cl)c1
2.6%	-6%	Cc1nc(-c2ccccc2)sc1C(=O)NCc1ccccc1
2.5%	-2%	COc1ccc(NC(=O)CSc2nc3c(c(=O)n2-c2ccccc2)SCC3)c(OC)c1
1.9%	-1%	O=C(O)c1ccc(COc2ccc3c4c(c(=O)oc3c2)CCC4)o1
0.4%	-6%	CCOCCCNC(=O)c1ccc2c(c1)ncn2C1CCCC1
-3.2%	-6%	Cc1cccc(C2CC(c3ccc(Cl)cc3)Nc3nc(N)nn32)c1 (stereo not drawn)
-2.2%	-3%	COc1cc(C=O)ccc1OC(=O)c1cc(OC)c(OC)c(OC)c1
nt	1%	COc1cccc(C2CC(=O)NC(SC)=C2C#N)c1 (stereo not drawn)
3.3%	nt	CC(NS(=O)(=O)c1ccc(Cl)cc1)C(=O)NCc1ccco1 (stereo not drawn)
-4.1%	1%	COc1cc(/C=C2/SC(=S)N(c3ccccc3)C2=O)ccc1OC(=O)c1ccc(F)cc1
2.7%&5.8%	3%&-1%	COc1cc(OC)cc(C(=O)Nc2cccc(C(C)=O)c2)c1
-4.4%	0%	O=[N+]([O-])c1ccccc1NCCNS(=O)(=O)c1ccccc1
-3.7%	nt	CC(=O)c1c(C)[nH]c(C(=O)OCC(=O)C(C)(C)C)c1C
2.5%	nt	CSc1ccccc1C(=O)NC1CCCCC1
1.0%&1.8%	0%&1%	CNC(=O)c1cc2cc(OC)ccc2n1CCN(C)C
-1.0%	-7%	O=C(NC1CC2CCC(C1)N2C(=O)NCc1ccccc1)C1CC1 (stereo not drawn)
-0.8%	0%	COc1cc(/C=C2/SC(=S)N(CC(=O)O)C2=O)ccc1OCc1ccc(Cl)cc1Cl
0.7%	11%	Cc1ccc(C)c(N2CCN(C(c3ccncc3)c3nnnn3Cc3ccccc3)CC2)c1 (stereo not drawn)
-0.5%	-6%	CCOc1ccc(OCC)c(NC(=O)CN2CCN(c3ccc(C)cc3C)CC2)c1
1.9%	-18%	COc1ccccc1NC(=O)COC(=O)c1ccc(S(=O)(=O)NCc2ccco2)cc1
-4.6%	nt	COc1ccc(-n2nc(C(=O)NCC(=O)Nc3cccc(C)n3)c3ccccc3c2=O)cc1
21%	3%	COc1ccc(-c2csc(NC(=O)/C=C/c3ccc(OC)c(S(=O)(=O)N4CCCCC4)c3)n2)cc1
1.2%	nt	C=CCn1c(-c2ccccc2)nc(=S)c2c1CC(C)(C)OC2
20%	2%	COc1ccc(C(=O)N2CCN(Cc3cccc(Cl)c3)CC2)cc1OC
-4.6%&-5.1%	4%&3%	CC1(C)CC(=O)C=C(NCCN2CCN(C(=O)Nc3ccc(Cl)c(Cl)c3)CC2)C1
nt	-2%	O=C(CCS(=O)(=O)c1cccc2nonc12)Nc1cccc2c1CCCC2
-2.8%	4%	O=C(C1CCN(S(=O)(=O)N2CCOCC2)CC1)N1CCc2ccccc21
-0.3%	1%	COc1ccc(OCCCN2CCOCC2)cc1
-3.1%	8%	CCCCOC(=O)c1ccc(NC(=S)NC(NC(=O)Cc2ccccc2)C(Cl)(Cl)Cl)cc1 (stereo not drawn)
-4.4%	0%	CC1=CC(C)(C)C(C#N)(C#N)C(N)=C1C#N
-7.1%	4%	CCCCC(=O)Nc1ccc(C2C(=O)c3ccccc3C2=O)cc1
2.2%	-2%	Cc1cc(C)n(C(=O)CNC(=O)COc2ccccc2)n1
-2.4%	1%	CC1C(=O)C(C)C(c2ccco2)NC1c1ccco1 (stereo not drawn)
-0.5%	2%	Cc1c(F)cccc1NC(=O)C(Cc1c[nH]c2ccccc12)NC(=O)OCC(C)C (stereo not drawn)

Structures above with a thiophene ring, fused or not:
Hsp70 inhibitors	MKP-3 inhibition	Molecule
-0.8%	-10%	CCN(CC)CCNC(=O)c1cc2c(-c3ccc(Cl)cc3)nn(C)c2s1
4.7%	2%	N#Cc1sc2nc(C3CC3)cc(-c3ccc(F)cc3)c2c1N
0.2%	3%	COC(=O)c1c(-c2cc(C)ccc2C)csc1N
-1.9%	1%	O=C(Nc1nc(-c2ccc(Cl)cc2)cs1)c1cccs1
7.2%	-3%	O=c1c2cc(-c3ccccc3)sc2ncn1/N=C/c1ccco1

Record cards, from the list above.
Listed for `CC(NS(=O)(=O)c1ccc(Cl)cc1)C(=O)NCc1ccco1` (stereo not drawn) = Hsp70 inhibitors: 3.3%; MKP-3 inhibition: nt
Listed for `O=C(NC1CC2CCC(C1)N2C(=O)NCc1ccccc1)C1CC1` (stereo not drawn) = Hsp70 inhibitors: -1.0%; MKP-3 inhibition: -7%
Listed for `COc1ccc(-n2nc(C(=O)NCC(=O)Nc3cccc(C)n3)c3ccccc3c2=O)cc1` = Hsp70 inhibitors: -4.6%; MKP-3 inhibition: nt

Three structures already listed, sorted by length of the SMILES, descending:
Hsp70 inhibitors	MKP-3 inhibition	Molecule
-0.8%	0%	COc1cc(/C=C2/SC(=S)N(CC(=O)O)C2=O)ccc1OCc1ccc(Cl)cc1Cl
3.3%	nt	CC(NS(=O)(=O)c1ccc(Cl)cc1)C(=O)NCc1ccco1 (stereo not drawn)
2.2%	-2%	Cc1cc(C)n(C(=O)CNC(=O)COc2ccccc2)n1
